Cav3 T inh: blocks human Cav3.2 T-type calcium channel. B-score at 10 µM. Cav3.2-expressing cells, Fluo-4 calcium fluorescence FDSS; active compounds read low. hit rate 4% among 100,000. O95180;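 active = single-dose well whose peak fluorescence ratio is a statistical outlier from its plate by either plate-standardised score or position-corrected B-score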
Target sequence (O95180 whole entry, looked up): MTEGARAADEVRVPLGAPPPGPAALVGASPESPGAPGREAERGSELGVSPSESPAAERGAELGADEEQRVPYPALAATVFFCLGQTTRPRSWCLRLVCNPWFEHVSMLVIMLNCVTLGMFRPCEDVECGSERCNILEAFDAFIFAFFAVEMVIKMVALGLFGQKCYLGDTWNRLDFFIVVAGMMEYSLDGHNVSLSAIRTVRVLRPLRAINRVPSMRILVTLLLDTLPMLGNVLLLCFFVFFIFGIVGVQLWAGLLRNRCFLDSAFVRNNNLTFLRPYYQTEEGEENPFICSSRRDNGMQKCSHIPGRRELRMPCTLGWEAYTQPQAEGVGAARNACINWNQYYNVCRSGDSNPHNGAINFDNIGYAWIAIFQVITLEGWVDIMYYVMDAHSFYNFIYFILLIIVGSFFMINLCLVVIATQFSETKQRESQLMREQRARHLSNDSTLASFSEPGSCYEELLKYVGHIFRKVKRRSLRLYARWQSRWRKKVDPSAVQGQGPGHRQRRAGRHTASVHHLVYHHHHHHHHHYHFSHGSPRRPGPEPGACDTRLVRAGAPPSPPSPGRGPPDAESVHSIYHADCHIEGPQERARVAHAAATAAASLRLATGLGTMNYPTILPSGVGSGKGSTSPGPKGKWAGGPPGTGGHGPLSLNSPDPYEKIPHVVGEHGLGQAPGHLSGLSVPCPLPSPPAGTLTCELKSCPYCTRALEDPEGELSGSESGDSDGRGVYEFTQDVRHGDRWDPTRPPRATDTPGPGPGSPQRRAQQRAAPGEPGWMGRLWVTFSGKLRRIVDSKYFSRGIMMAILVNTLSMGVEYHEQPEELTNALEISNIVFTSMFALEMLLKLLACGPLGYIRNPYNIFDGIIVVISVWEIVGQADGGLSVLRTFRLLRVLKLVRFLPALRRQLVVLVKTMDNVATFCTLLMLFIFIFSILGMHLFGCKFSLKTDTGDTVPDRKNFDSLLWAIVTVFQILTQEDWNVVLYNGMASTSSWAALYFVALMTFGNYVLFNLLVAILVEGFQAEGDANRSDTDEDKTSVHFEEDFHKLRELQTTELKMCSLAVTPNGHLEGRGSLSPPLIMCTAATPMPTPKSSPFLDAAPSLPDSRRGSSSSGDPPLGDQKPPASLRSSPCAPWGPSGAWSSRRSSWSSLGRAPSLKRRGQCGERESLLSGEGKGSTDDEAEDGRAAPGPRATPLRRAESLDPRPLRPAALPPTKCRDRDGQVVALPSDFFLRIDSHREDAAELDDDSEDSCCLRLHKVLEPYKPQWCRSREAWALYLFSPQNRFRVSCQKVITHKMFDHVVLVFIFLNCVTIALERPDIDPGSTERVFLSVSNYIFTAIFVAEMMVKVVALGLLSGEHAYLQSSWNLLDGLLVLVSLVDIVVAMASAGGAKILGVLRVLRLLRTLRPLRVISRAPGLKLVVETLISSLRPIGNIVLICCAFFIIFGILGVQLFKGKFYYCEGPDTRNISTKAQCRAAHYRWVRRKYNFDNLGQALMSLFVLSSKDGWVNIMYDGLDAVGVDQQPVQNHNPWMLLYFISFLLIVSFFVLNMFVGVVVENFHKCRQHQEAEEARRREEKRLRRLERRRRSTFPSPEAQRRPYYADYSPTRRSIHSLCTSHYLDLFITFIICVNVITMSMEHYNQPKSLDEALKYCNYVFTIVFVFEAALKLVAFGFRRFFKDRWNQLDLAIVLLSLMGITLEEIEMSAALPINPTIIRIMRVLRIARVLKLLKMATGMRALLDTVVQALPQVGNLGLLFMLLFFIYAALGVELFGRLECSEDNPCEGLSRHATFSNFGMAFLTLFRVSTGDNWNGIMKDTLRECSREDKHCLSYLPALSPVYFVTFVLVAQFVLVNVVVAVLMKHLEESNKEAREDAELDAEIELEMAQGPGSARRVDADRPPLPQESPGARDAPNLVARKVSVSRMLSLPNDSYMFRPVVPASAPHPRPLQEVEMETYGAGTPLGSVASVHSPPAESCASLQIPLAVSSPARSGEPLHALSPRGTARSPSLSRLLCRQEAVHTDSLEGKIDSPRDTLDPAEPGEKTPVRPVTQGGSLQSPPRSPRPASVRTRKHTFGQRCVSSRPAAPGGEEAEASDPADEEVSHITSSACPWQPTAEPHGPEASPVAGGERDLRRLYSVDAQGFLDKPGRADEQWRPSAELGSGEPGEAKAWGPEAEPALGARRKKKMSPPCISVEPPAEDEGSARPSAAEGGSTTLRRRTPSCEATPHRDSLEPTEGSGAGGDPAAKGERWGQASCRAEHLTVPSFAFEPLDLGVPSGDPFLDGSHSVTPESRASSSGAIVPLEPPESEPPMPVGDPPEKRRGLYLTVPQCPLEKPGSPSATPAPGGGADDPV
* = called active by the depositor. The list is partial; the hit share may differ from the screen's.

Structure,Cav3 T inh
COc1cccc(N2CCN(C(=O)CN(C)S(=O)(=O)c3ccc4c(c3)CCC(=O)N4)CC2)c1,0.0338
Fc1ccc(Cn2c(SCc3ccc(F)c(F)c3)nnc2C(F)(F)F)cc1,-3.79*
Cc1ccc(S(=O)(=O)C(F)(F)F)cc1NC(=O)c1cccnc1,0.386
O=C(Cc1cc(=O)[nH]c(=O)[nH]1)N1CCN(C(=O)c2ccco2)CC1,-0.0952
COc1ccc(Oc2c(C)oc3c(CN(C)C)c(O)ccc3c2=O)cc1,0.622
CC(Oc1ccc(Cl)cc1)c1ccnn1S(C)(=O)=O (stereo not given),0.0313
CCS(=O)(=O)n1nc(-c2ccco2)nc1SC,0.69
O=C(NCCCN1CCCC1=O)c1ccc(CNS(=O)(=O)c2ccc(F)cc2)cc1,0.517
Cc1cc(C)n2ncnc2n1,1.09
Cc1cccc(NC(=O)NCc2ccc3c(c2)cc(C)n3C)c1,-1.41
CCOC(=O)C1CCCN(C(=O)c2ccc3c(c2)OCO3)C1 (stereo not given),1.3
Cc1cc(C)n(C(=O)CNC(=O)C(c2ccccc2)c2ccccc2)n1,-0.94
O=C(O)C1CCCCC1C(=O)NCCc1cccc(Cl)c1 (stereo not given),1.76
CC1(C)CC(NS(=O)(=O)c2ccccc2)CC(C)(C)N1,-0.0837
CC12CC3CC(C)(C1)CC(C(=O)NC1=NCCS1)(C3)C2,-0.307
CC1=CC(C)C(C(=O)O)C(C(=O)O)C1 (stereo not given),-1.99
COc1ccccc1CNC(=O)C1CCCN(S(=O)(=O)c2cnc[nH]2)C1 (stereo not given),0.199
CC(C)CCN(C)C1CCN(S(=O)(=O)c2ccc(F)cc2)CC1,1.41
Cn1c(C(=O)NCc2ccc3c(c2)OCO3)cc2sccc21,-2.34
COC(=O)C1C2C=CC3(CN(C4CCCC4)C(=O)C13)O2 (stereo not given),-0.248

Copied from the results shown, 16 compounds:
Structure,Cav3 T inh
COc1ccc(Oc2c(C)oc3c(CN(C)C)c(O)ccc3c2=O)cc1,0.622
CC(Oc1ccc(Cl)cc1)c1ccnn1S(C)(=O)=O (stereo not given),0.0313
CCS(=O)(=O)n1nc(-c2ccco2)nc1SC,0.69
O=C(NCCCN1CCCC1=O)c1ccc(CNS(=O)(=O)c2ccc(F)cc2)cc1,0.517
Cc1cc(C)n2ncnc2n1,1.09
Cc1cccc(NC(=O)NCc2ccc3c(c2)cc(C)n3C)c1,-1.41
CCOC(=O)C1CCCN(C(=O)c2ccc3c(c2)OCO3)C1 (stereo not given),1.3
Cc1cc(C)n(C(=O)CNC(=O)C(c2ccccc2)c2ccccc2)n1,-0.94
O=C(O)C1CCCCC1C(=O)NCCc1cccc(Cl)c1 (stereo not given),1.76
CC1(C)CC(NS(=O)(=O)c2ccccc2)CC(C)(C)N1,-0.0837
CC12CC3CC(C)(C1)CC(C(=O)NC1=NCCS1)(C3)C2,-0.307
CC1=CC(C)C(C(=O)O)C(C(=O)O)C1 (stereo not given),-1.99
COc1ccccc1CNC(=O)C1CCCN(S(=O)(=O)c2cnc[nH]2)C1 (stereo not given),0.199
CC(C)CCN(C)C1CCN(S(=O)(=O)c2ccc(F)cc2)CC1,1.41
Cn1c(C(=O)NCc2ccc3c(c2)OCO3)cc2sccc21,-2.34
COC(=O)C1C2C=CC3(CN(C4CCCC4)C(=O)C13)O2 (stereo not given),-0.248

(list continues)
Structure,Cav3 T inh
CCOC(=O)C1=C(C)N2C(=C(C#N)[C@@H]1c1ccc(C(=O)OC)cc1)SC[C@@]2(O)C(C)(C)C,-5.78*
COc1ccc(-c2cc(C(F)F)nc(-n3nc(C)cc3C)n2)cc1,-0.175
CCOC(=O)c1cnn2c(C(F)(F)F)cc(-c3ccccc3)nc12,-0.496
CCCCOc1cccc(C(=O)N(Cc2ccco2)C2CCS(=O)(=O)C2)c1 (stereo not given),-0.0988
O=C(COC(=O)c1ccc(S(=O)(=O)N2CCc3ccccc3C2)cc1)NC(=O)NCc1ccco1,-1.43
O=C(NCc1cccc(CNC(=O)c2ccco2)c1)c1ccco1,0.131
Cc1nn(-c2cc(N3CCOCC3)ccc2[N+](=O)[O-])c(=O)c2ccccc12,-0.454
Cc1ccc(C(=O)O/N=C/c2c(Cl)n(C)c3ccccc23)cc1,-0.0378
COC(=O)c1ccc(Cn2nc(C(F)(F)F)cc2C)cc1,-0.491
CC1CCCN(C(C(=O)Nc2ccc(C(C)C)cc2)c2ccc3c(c2)OCO3)C1 (stereo not given),-0.493
CCCN1CCN(CCCNC(=O)c2cc3c(=O)n(C)c4ccccc4c3n2C)CC1,0.795
CCC1(C)Cc2ccccc2-c2nc3n(c(=O)c21)CCCCC3 (stereo not given),-2.98
O=C(Nc1cccc(-c2nc3ccccc3s2)c1)c1cc(-n2cnnc2)ccc1Cl,0.303
COC(=O)CSc1nc2ccccc2nc1SCC(=O)OC,-0.698
Cc1cc(-c2csc(N)n2)c(C)n1CCC(C)C,-0.41
COC(=O)c1cc(Br)c(=O)n(-c2ccccc2OC)c1,0.361
CCN1CCN(C(=O)C2c3cc(OC)c(OC)cc3C(=O)N3CCc4ccccc4C23)CC1 (stereo not given),-0.0838
Cc1cc(C)n(-c2ccc(C(=O)Nc3nc4ccccc4s3)cc2)n1,-1.72
Nn1c(SCC(=O)N2CCOCC2)nnc1-c1ccccc1Cl,0.907
Cc1ccc2ncnc(NCCCN3CCOCC3)c2c1,-0.114

The closing 2 records of the part above come first, to join the parts.
Structure,Cav3 T inh
Nn1c(SCC(=O)N2CCOCC2)nnc1-c1ccccc1Cl,0.907
Cc1ccc2ncnc(NCCCN3CCOCC3)c2c1,-0.114
Cc1ccccc1Cn1cccc1/C=C1/C(=N)N2C=CSC2=NC1=O,-0.0098
COCCN1CC(=O)N(c2cccc(C)c2C)C(c2ccc(Cl)cc2)C1=O (stereo not given),0.54
O=C(Nc1cccc2[nH]ncc12)c1ccc(F)cc1,0.75
COc1ccccc1NC(=O)C1=C(C)Nc2nnnn2C1c1ccccc1OC (stereo not given),0.0294
CCC(SC1=N/C(=C/c2ccccc2OC)C(=O)N1c1ccccc1)C(=O)Nc1cc(C)on1 (stereo not given),-4.84*
Cc1cc(C(F)(F)F)nn1CC(=O)N1CCCCC1C (stereo not given),-0.00814
COc1cc(-c2nnc(COC(=O)c3c4c(nc5ccccc35)CCCC4)o2)cc(OC)c1OC,0.942
CC(C)Oc1ccc(CCc2n[nH]c(=S)n2Cc2ccccc2)cc1,-1.48
Cc1nc2nc(Cc3ccccc3)nn2c(C)c1Cl,-0.0346
N#CCCn1cnc2c(=S)nc[nH]c21,-1.78
Cc1c(NC2(c3nnnn3-c3ccc(Br)cc3)CCCCC2)c(=O)n(-c2ccccc2)n1C,-3.62
NC(=O)C1=C[C@H](c2ccc(C(F)(F)F)cc2)C[C@H](OCCCCO)O1,0.922
O=C(C1CCCN(c2ncccn2)C1)N1CCc2ccccc21 (stereo not given),-0.0215
Cc1ccc(-c2ccc(/C=C(\C#N)C(=O)Nc3cc(C)nn3-c3ccccc3)o2)cc1,-6.6*
COc1ccc(CC(=O)N2CCN=C2SC)cc1,-0.0954
CCNC(=O)/N=C1/NC(=O)C(C(C)C)O1 (stereo not given),0.242
CCc1ccc(NC(=O)N(CCN(C)C)C(C)c2cccnc2)cc1 (stereo not given),-0.543
O=C(CCCSc1ccccc1)Nc1nc(-c2ccccn2)cs1,-6.34*
OCCN(Cc1ccccc1)Cc1cccc(F)c1,0.134
CC(C)COc1ccc(-c2nnc(-c3ccco3)o2)cc1,-0.98
Cc1cccc(OCC(=O)Nc2ccc(N3CCN(C(=O)c4ccco4)CC3)cc2)c1,0.253
Cc1ccc2[nH]c(=O)c(-c3nc4cc(C)ccn4c3NCc3ccco3)cc2c1,0.385
CCN(CC(=O)Nc1cccc(OC)c1)C(=O)C1CCN(C(=O)Nc2ccccc2)CC1,0.737
O=C(CCCCCN1C(=O)c2ccccc2C1=O)NC1CCCC1,-1.35
CC1CC(=O)Nc2ccccc2S1(=O)=O (stereo not given),-0.877
O=C(Nc1cc(C(F)(F)F)ccc1Cl)C1CCN(c2nnc(-n3cccc3)s2)CC1,-1.92
CN(C)CCNC(=O)Nc1cccc(Cl)c1Cl,0.258
CN(C)c1ccc(CN(C(=O)C2COc3ccccc3O2)C2CCS(=O)(=O)C2)cc1 (stereo not given),0.35
CCCC(=O)NC(C)c1nc2ccccc2n1C (stereo not given),0.716
O=C(c1cc2sccc2n1Cc1ccc(F)cc1)N1CCc2ccccc21,-3.42
COCCN(CCOC)Cc1cc(=O)oc2cc3c(cc12)CCC3,0.0156
CCCNC(=O)c1ccc2c(=O)c(O)c(-c3ccc(F)cc3)[nH]c2c1,-0.844
CCCCCCn1ccc(=N)cc1,0.955
O=C(O)CC(C(=O)OCC1CCCO1)N1CCOCC1 (stereo not given),1.24
CCOC(=O)c1sc(C)c(C(=O)NCC(C)(C)CN(C)C)c1N,2.81
COc1cccc(NS(=O)(=O)c2cn(C)c(=O)n(C)c2=O)c1,0.0493
Fc1cc(Br)ccc1NC(=S)NCCc1ccccc1,-2.88
Cc1ccc(OCCCn2c(CO)nc3ccccc32)cc1,-1.16
COc1cc(C(CCN2CCN(c3ccccc3)CC2)c2c(OC)cc(OC)c3c(C)cc(=O)oc23)cc(OC)c1OC (stereo not given),-1.73
Cc1nc(NC(C)c2ccccc2)c2c3c(sc2n1)CCC3 (stereo not given),-2.21
O=C1CC(N2CCN(c3ccccc3)CC2)C(=O)N1CCc1ccccc1 (stereo not given),-0.00323
O=C(NCCc1ccccc1)C1(c2ccccc2)CC1(Cl)Cl (stereo not given),-0.375
CC(C)C(=O)N(Cc1ccc2c(c1)OCO2)Cc1ccccn1,0.126
CCCCC(CC)CNC(=O)c1cccs1 (stereo not given),-1.31
CCOC(=O)c1c(C)[nH]c(C(=O)Cn2nnc(-c3ccccc3)n2)c1C,-0.388
O=C(NCc1ccco1)C1CCCN1S(=O)(=O)c1ccc2ccccc2c1 (stereo not given),1.03
Clc1ccc(Cn2ncc3c(N4CCCC4)ncnc32)cc1,-0.0118
O=C(NCCN1CCOCC1)c1cccc(S(=O)(=O)N2CCCCCC2)c1,0.36
CC1CCN(CC(C)OC(=O)c2ccc3c(c2)OCCO3)CC1 (stereo not given),0.611
Cc1nc2ccccc2n1CC(=O)OCC(=O)Nc1ccc2c(c1)OCCO2,1.15

Remaining list, next part.
Compound,Cav3 T inh
COc1nc(N)c(S(=O)(=O)c2ccccc2C)cc1C#N,-3.88*
Cc1ccsc1C(=O)Nc1ccccc1N1CCOCC1,-0.0342
CC(C)(C)C(=O)CNS(=O)(=O)c1ccc(S(=O)(=O)NC2CCCC2)cc1,0.223
COc1cccc(C2CC(c3ccccc3)n3ncnc3N2)c1 (stereo not given),-0.0953
Nc1nc(Br)c2ccccc2c1-c1ccc(F)cc1,-0.0521
O=C(Cn1cc(C(=O)c2cccs2)c2ccccc21)NCc1cccs1,-4.4*
CCOCCCNC(=O)C1CCCN1C(=O)NC1CCCCC1 (stereo not given),0.016
CCC(Sc1nc2ccc(C)cc2[nH]1)C(=O)O (stereo not given),1.03
O=S(=O)(NCCc1ccc2c(c1)OCCO2)c1cccs1,-0.407
CC1CCN(C(=O)Cn2c(=O)n(Cc3ccc4c(c3)OCO4)c(=O)c3ccccc32)CC1,-2.38
COCCNC(=O)C1CC(c2cccc(OC)c2)=NO1 (stereo not given),-0.465
Cc1ccc2oc(-c3ccccc3)nc2c1,1.19
CCCOc1ccccc1C1CC(=O)Nc2cc3c(cc21)OCO3 (stereo not given),-3.51
CCOc1cc(CN2CCN(c3cccc(C(F)(F)F)c3)CC2)ccc1O,-0.455
COc1ccc2cc(C#N)c(N3CCN(Cc4nnnn4CCC(C)C)CC3)nc2c1,-0.998
CC(C)OC(=O)CSc1nc2ccccc2s1,-0.44
COc1cc(OC)c(C2=NOC(C(=O)NCc3ccc4c(c3)OCO4)C2)cc1Cl (stereo not given),-2.31
CCCC(C)C(=O)Nc1nc(C)c(-c2csc(Nc3cc(Cl)ccc3C)n2)s1 (stereo not given),-0.481
O=C(NCc1ccccc1)N1CCN(c2ccc(Cl)c(Cl)c2)CC1,-5.21*
O=C(Nc1cc(C(=O)N2CCOCC2)cc(C(=O)N2CCOCC2)c1)c1cc(F)c(F)cc1Cl,-0.0501
COc1ccc(-c2cc(=O)[nH][nH]2)cc1OC,0.558
CCOC(=O)c1c(NC(=O)CSc2nnc(CNc3ccc(OC)cc3)n2C)sc(C)c1C,-6.64*
Cn1cccc1Cc1nnc(SCC(=O)Nc2ccccc2F)n1-c1ccc(F)cc1,-2.43
CCOC(=O)C1CCN(C(=O)CN(c2cccc(C(F)(F)F)c2)S(C)(=O)=O)CC1,-0.501
CCOC(=O)C1=C(C)N=C2c3ccccc3C(=O)C2C1c1ccc(C)cc1 (stereo not given),0.695
Nn1c(SCC(=O)Nc2ccccc2F)nnc1-c1cccnc1,-0.789
O=C(Nc1cccc(C(F)(F)F)c1)C12CC3CC(CC(C3)C1)C2,-0.632
O=C(COC(=O)C1CC1)Nc1ccc(Oc2ccccc2)cc1,-1.36
O=C(CNc1ccccc1)Nc1ccc(F)cc1,-0.694
Cc1[nH]n(C(N)=S)c(=O)c1N=Nc1ccc(S(=O)(=O)N2CCCC2)cc1,0.377
Cc1occc1C(=O)NCc1ccccn1,0.551
Cc1[nH]n(-c2ccc([N+](=O)[O-])cc2)c(=O)c1C=NCCN1CCN(C(=O)c2ccccc2F)CC1,1.31
COc1cc(NC(=O)COc2cccc(OC)c2)cc(OC)c1,-0.424
CCOC(=O)CNC(=O)c1cc(C)oc1C,0.734
Cc1cc(C)cc(NC(=O)C2CCN(S(=O)(=O)c3c(C)n[nH]c3C)CC2)c1,-0.316
CC(C)Cc1ccc(C(C)C(=O)Nc2nccs2)cc1 (stereo not given),-1.88
Nc1cc(N)nc(SCC(=O)N2CCc3ccccc32)n1,-1.3
COC(C(=O)Nc1ccc(F)c(F)c1)c1ccccc1 (stereo not given),-0.0345
CC1Cc2ccccc2N1C(=O)CN1C(=O)C(=O)N(Cc2ccccc2)C1=O (stereo not given),-2.24
CCNc1nc(NC(C)(C)C)nc(SC(C(C)=O)C(C)=O)n1,-1.19
COc1ccc(NC2=NCC(=O)N2Cc2cccs2)cc1,1.63
